Screening results (PubChem BioAssay)
Yeast tox – Inhibitors of S. cerevisiae growth, toxicity; S. cerevisiae wild-type growth, A595 turbidity, 16 h; growth inhibition, % at 25 µM (by protocol); hit rate 0.3% among 30,000;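 active = mutant and wild-type yeast strains alike exhibit over 30% growth inhibition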;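 note: 0% = untreated cell controls and 100% = YPD media blanks without cells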
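Test system: Wild-type and eIF2Bepsilon-R284H mutant S. cerevisiae, screened separately | Dosing: Single 25 µM compound dose in 0.2% DMSO | Schedule: 16 h compound exposure during growth at 30 °C | Detection: A595 turbidity | Evaluation: Growth inhibition (%) versus cell controls and blanks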
eIF2B yeast act – modulators of yeast eIF2B activity. S. cerevisiae eIF2B-epsilon R284H, GCN4-lacZ luminescence. inhibition, % at 25 µM (by protocol). hit rate 0.91% among 27,000;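 active = mutant luminescence inhibited past about 50% while wild type luminescence and mutant growth stay under set limits, limit read from the data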; note: some compounds called inactive have numbers as strong as hits
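Assay system: yeast eIF2B-epsilon R284H mutant carrying GCN4–beta-galactosidase fusion / Buffer or medium: YPD / Incubation: 16 h growth with compound at 30 °C, 90 min Beta-Glo step / Detection: Beta-Glo luminescence after Z-buffer lysis, growth by 595 nm absorbance / Read-out: % inhibition of reporter signal and growth versus controls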
Yeast tox inhibition % – further read-out of Yeast tox, marked with its call; growth inhibition, %; S. cerevisiae eIF2Bepsilon-R284H mutant growth, A595 turbidity, 16 h;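 each compound tested once at 25 µM; 0% equals untreated cells and 100% equals cell-free medium blanks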
eIF2B yeast act mutant toxicity – recorded beside eIF2B yeast act, whose call it bears; growth inhibition, %; measured here: mutant yeast growth, toxicity;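 each compound tested once at 25 µM; zero equals untreated control growth and 100 equals blank medium absorbance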
* = called active by the depositor; / = no result given. Only part of the results is shown, so the mix of outcomes need not match the whole.

smiles	Yeast tox	Yeast tox inhibition %	eIF2B yeast act	eIF2B yeast act mutant toxicity
Cc1nc2cc(Cl)ccc2n1-c1ccccc1	-0.9	-5.6	28.2	-5.6
O=C(NOC(=O)c1cc(Br)ccc1Cl)c1cccs1	5.0	-10.0	18.4	-10.0
Cc1c(C(=O)N2CCc3ccccc3C2)sc2nc(-c3ccccc3)cn12	-16.4	4.2	7.5	4.2
Cc1ccc(S(=O)(=O)NCC2CCC(C(=O)NCCCOC(C)C)CC2)cc1 (configuration not stated)	8.1	8.8	12.0	8.8
COCCN1C(=O)c2ccccc2C(C(=O)NCCN(C)C)C1c1ccc(F)cc1 (configuration not stated)	-3.4	-10.7	28.9	-10.7
CC(=O)c1cc2c(cc1NC(=O)c1cnc(C)cn1)OCO2	-22.9	-7.1	-12.9	-7.1
NC(=O)C1CCN(C2CC(=O)N(c3ccc(F)c(Cl)c3)C2=O)CC1 (configuration not stated)	8.4	-4.8	4.5	-4.8
Cc1cc(NCCCn2ccnc2)n2nc(C)c(-c3ccccc3)c2n1	31.4	-4.8	-6.8	-4.8
O=C(Nc1ccccc1C(=O)N1CCNCC1)c1ccco1	11.4	11.1	13.1	11.1
CCc1ccc(CNC(=O)C2CCCN(c3nc4ccccc4o3)C2)cc1 (configuration not stated)	-29.8	-3.1	24.9	-3.1
N#Cc1ccccc1OCCN1C(=O)c2ccccc2C1=O	3.7	4.2	5.6	4.2
CCOC(=O)c1ccc(NC(=O)CCc2nc(-c3ccc(Cl)cc3)no2)cc1	0.3	8.8	-151.8	8.8
Cc1cccn2c(=O)c3cc(C(=O)NCc4ccco4)c(=N)n(C(C)C)c3nc12	-2.2	-11.5	-16.7	-11.5
Cc1cc2ccccc2c(=O)n1CC(=O)N1CCN(c2cccc(Cl)c2)CC1	-33.1	-20.4	8.2	-20.4
O=C(CNS(=O)(=O)c1cccc2nsnc12)NCc1ccc(Cl)cc1	-3.0	11.1	0.1	11.1
O=S(=O)(NC1CCCC1)c1ccc(S(=O)(=O)N(Cc2cccs2)CC2CCCO2)cc1 (configuration not stated)	12.9	-6.5	13.4	-6.5
Cc1ccc(C)c(NC(=O)CSc2nnc(-c3ccncc3)n2N)c1	7.6	8.7	11.2	8.7
COC(=O)CCCC(=O)N1CCOCCN(C(=O)CCCC(=O)OC)CCOCC1	-33.0	0.0	-10.5	/
COCCN(CCOC)C(=O)c1cc2sc3ccccc3c2s1	-6.6	0.0	-2.3	/
O=C(NCCCCCNC(=O)c1cccnc1)c1cccnc1	-2.8	-23.8	17.9	-23.8
O=C(c1ccc2c(c1)OCO2)n1nnc2ccccc21	1.6	-13.6	23.4	-13.6
O=C(COC(=O)c1cccc(S(=O)(=O)N2CCOCC2)c1)Nc1ncc(C(F)(F)F)cc1Cl	-10.0	2.7	14.5	2.7
N/C(=N\OC(=O)Cc1ccccc1)c1ccccn1	-29.5	-2.4	1.2	-2.4
Cn1c(NCc2ccccc2)nc2c1c(=O)n(Cc1ccccc1)c(=O)n2C	/	/	22.1	/
COc1ccc(NS(=O)(=O)c2ccc(OCC(=O)N3CCOCC3)cc2)cc1	-10.3	-9.5	-2.0	-9.5
Cc1nc(S(=O)(=O)c2ccc(Cl)cc2)c(NCc2ccccc2)o1	-6.5	-23.8	-6.2	-23.8
O=C(Nc1cccc(C(F)(F)F)c1)NC1CCN(S(=O)(=O)c2ccc(F)cc2)CC1	1.1	18.9	20.7	18.9
COc1ccc2cc3c(N)c(C(=O)N4CCCC4)sc3nc2c1	32.6	7.4	54.3*	/
O=C(c1cnn2c(C(F)(F)F)cc(-c3ccccc3)nc12)N1CCOCC1	1.3	11.5	2.8	11.5
COc1cc(-c2nc3cnccn3c2Nc2ccc(C)cc2)ccc1O	-18.9	15.0	4.7	15.0
O=C1CCc2cc(S(=O)(=O)NCCC(=O)N3CCN(c4cccc(Cl)c4)CC3)ccc2N1	3.4	18.5	-5.2	18.5
FC(F)(F)COc1nc(OCC(F)(F)F)nc(N2CCN(c3ccccc3)CC2)n1	14.1	-14.3	/	/
CCC(C)(C)NC(=O)C1CCN(c2nc(C)cc(C)n2)CC1	18.7	-10.7	-5.0	-10.7
Cc1nn(-c2nc(-c3ccco3)cc(C(F)(F)F)n2)c(C)c1Br	-11.9	-17.9	/	/
N=c1c2c(-c3ccccc3)c(-c3ccccc3)n(Cc3ccccc3)c2ncn1CCO	-20.0	4.8	-54.4	4.8
CCOC(=O)CNC(=O)CCCCCC(=O)NCC(=O)OCC	-0.6	-13.8	14.0	-13.8

Further results:
Screens in order – Yeast tox, Yeast tox inhibition %, eIF2B yeast act, eIF2B yeast act mutant toxicity
> CCN(CC)C(=O)COc1ccc(-c2nnc(N3CCCCC3)c3ccccc23)cc1
→ -0.8, -12.9, /, /
> COc1ccc(C(=O)N2CCC(C(=O)O)CC2)cc1
→ 19.6, 15.4, /, /
> CC1C2CC(CC1(C)C)N(C(=O)Nc1ccc3nccnc3c1)C2 (configuration not stated)
→ -10.6, -18.2, 16.8, -18.2
> O=C(CC1NCCNC1=O)Nc1ccc2c(c1)OCCO2 (configuration not stated)
→ 1.5, 7.5, /, /
> CCCCn1c(SCC(=O)NCc2ccco2)nc2c(sc3ccccc32)c1=O
→ -6.2, 8.1, 8.3, 8.1
> CC1(C)CC(=O)c2sc(N3CCCCC3)nc2C1
→ 10.9, -13.6, -11.8, -13.6
> O=C(Nc1nnc(-c2ccco2)s1)C1CC1
→ -7.2, -9.1, 4.6, -9.1
> O=C(O)CCC(=O)NCC1OCCc2ccccc21 (configuration not stated)
→ 0.0, -8.7, 9.4, -8.7
> CCC(C)(C)C(=O)Nc1ccc(C(N)=O)cc1
→ 8.3, 13.3, /, /
> CC(C)C(=O)Nc1cccc(C(=O)Nc2nnc(C(C)C)s2)c1
→ -11.6, -30.0, 4.6, -30.0
> O=C(c1cccs1)N1CCN(Cc2cccnc2)CC1
→ 16.4, 7.4, 13.3, 7.4
> CN(C)S(=O)(=O)c1cc(C(=O)O)c(NC2CCCCC2)cc1Cl
→ 13.3, 17.0, /, /
> CCOC(=O)C1C(=O)NCC1c1ccccc1 (configuration not stated)
→ 11.5, 22.1, 17.9, 22.1
> CCCCC1CC(/C(C)=N/NC(N)=O)OC1=O (configuration not stated)
→ 3.9, 4.3, /, /
> COc1ccc(C(=O)OC(COc2ccccc2)Cn2ccnc2)cc1 (configuration not stated)
→ 68.3*, 86.5*, 75.9, 86.5
> Cc1ccc([N+](=O)[O-])cc1-c1[nH]c(-c2ccc(O)c(O)c2)nc1-c1ccccc1
→ 7.7, 7.6, /, /
> CC12CC3(C)CC(C)(C1)CC(C(=O)Nc1nn[nH]n1)(C2)C3
→ 4.1, 9.3, /, /
> CCCn1c(SCC(=O)NC2CCCC(C)C2C)n[nH]c1=O (configuration not stated)
→ 4.5, 19.6, /, /
> O=C(O)c1ccoc1CN1CCCCC1
→ 9.1, -3.7, 47.1, -3.7
> CCOC(=O)/C(C#N)=C1/C=Nc2ccccc2N1
→ -2.8, -33.3, 27.4, -33.3
> COC(=O)COc1ccc2c(-c3ccc(OC)cc3)cc(=O)oc2c1
→ 14.2, 11.1, 26.0, 11.1
> COC(=O)C1=C(C)NC2=C(C(=O)CC(C)(C)C2)C1c1ccsc1 (configuration not stated)
→ /, /, 24.9, /
> O=C(Nc1ccccc1N1CCCCC1)c1ccc(N2C(=O)c3ccccc3C2=O)cc1
→ 19.3, 12.8, /, /
> CCOC(=O)C1CCN(C(=O)CSCc2nc(-c3ccc(OCC)cc3)oc2C)CC1
→ -15.6, -27.3, 16.9, -27.3
> CCOC(=O)c1sc(NC(=O)c2cc3c(C)nn(-c4ccccc4)c3s2)nc1C
→ 4.0, 3.5, 13.6, 3.5
> O=C(N1CCCCCC1)n1c(Cc2ccccc2)nc2ccccc21
→ 9.8, 0.0, 7.8, /
> CCCC(=O)Nc1cccc(NC(=O)c2ccc3c(c2)OCO3)c1
→ -3.6, -9.5, 16.4, -9.5
> COC(=O)c1ccc(NCC(=O)c2ccccc2)cc1
→ 2.7, -21.4, 22.7, -21.4
> O=C1CSC(c2ccccc2F)N1c1cc(Cl)ccc1O (configuration not stated)
→ 9.1, -18.2, 21.1, -18.2
> O=C1C2(c3ccccc3)CN(CCO)CC1(c1ccccc1)CN(CCO)C2
→ 11.7, 17.9, /, /

Brought forward from above: seven entries, then new ones.
Screens in order – Yeast tox, Yeast tox inhibition %, eIF2B yeast act, eIF2B yeast act mutant toxicity
> CCOC(=O)C1CCN(C(=O)CSCc2nc(-c3ccc(OCC)cc3)oc2C)CC1
→ -15.6, -27.3, 16.9, -27.3
> CCOC(=O)c1sc(NC(=O)c2cc3c(C)nn(-c4ccccc4)c3s2)nc1C
→ 4.0, 3.5, 13.6, 3.5
> O=C(N1CCCCCC1)n1c(Cc2ccccc2)nc2ccccc21
→ 9.8, 0.0, 7.8, /
> CCCC(=O)Nc1cccc(NC(=O)c2ccc3c(c2)OCO3)c1
→ -3.6, -9.5, 16.4, -9.5
> COC(=O)c1ccc(NCC(=O)c2ccccc2)cc1
→ 2.7, -21.4, 22.7, -21.4
> O=C1CSC(c2ccccc2F)N1c1cc(Cl)ccc1O (configuration not stated)
→ 9.1, -18.2, 21.1, -18.2
> O=C1C2(c3ccccc3)CN(CCO)CC1(c1ccccc1)CN(CCO)C2
→ 11.7, 17.9, /, /
> Cn1c(=O)c2ncn(CC(=O)NC3CCCCCC3)c2n(C)c1=O
→ -4.6, -9.5, 28.6, -9.5
> CCOC(=O)C(C)Oc1ccc2c(CC)cc(=O)oc2c1C (configuration not stated)
→ 5.5, 8.9, /, /
> CCN(CCC(=O)O)c1ccccc1
→ 11.1, 8.7, /, /
> COc1ccc(-n2c(=S)[nH]c3ccccc32)cc1
→ 6.3, 25.0, 14.1, 25.0
> O=P1(c2ccccc2)C=Cn2c1cc1c2CCCC1 (configuration not stated)
→ 4.1, 0.0, 19.8, /
> O=C(Nn1c(C2CCC2)nc2ccccc2c1=O)C1CCC1
→ 12.5, -3.3, 4.1, -3.3
> CCCCOc1ccc(N(CC(=O)NCC2CCCO2)C(=O)CCC(=O)Nc2cc(C)ccn2)cc1 (configuration not stated)
→ -28.3, -6.5, -27.2, -6.5
> CCCC(=O)Nn1cnc2c(c1=O)C1(CCCC1)Cc1ccccc1-2
→ 0.8, 8.3, -19.4, 8.3
> O=C(Nc1ccccc1C(=O)N1CCCC1)C1CCN(c2ncccn2)CC1
→ -26.6, -7.1, -10.8, -7.1
> COc1ccc(OC)c(C2C(C(=O)c3ccc(C)o3)=C(O)C(=O)N2CCCN2CCOCC2)c1 (configuration not stated)
→ -7.8, -11.4, 11.8, -11.4
> Cc1ccc(N(CC(=O)N2CCN(C3CCCCC3)CC2)S(=O)(=O)c2cccnc2)cc1
→ 29.4, 22.2, -11.8, 22.2
> N=c1sccn1CC(=O)NCCc1ccc(Cl)cc1Cl
→ 12.5, 6.5, /, /
> COc1ccc(N2CCN(C(c3cccs3)C(C)NS(=O)(=O)c3ccccc3)CC2)cc1 (configuration not stated)
→ -8.3, -3.2, 19.1, -3.2
> COCCOC(=O)C1=C(C)N=C2SCCC(=O)N2C1c1cc(Br)ccc1OC (configuration not stated)
→ 45.0, -21.4, 16.9, -21.4
> COC(=O)C(NC(=O)c1ccco1)(Nc1nc(C)cs1)C(F)(F)F (configuration not stated)
→ 4.9, -8.7, 52.0*, /
> CCOc1ccccc1NC(=O)CCS(=O)(=O)c1cccc2nonc12
→ 12.3, 14.8, 11.8, 14.8
> Cc1nc2sc(C(c3cccs3)N3CCC4(CC3)OCCO4)c(O)n2n1 (configuration not stated)
→ 13.4, 8.3, 10.5, 8.3
> COC(=O)Cn1cc(C#N)c2ccccc21
→ -24.9, -13.8, 41.0, -13.8
> CCOc1ccc(N2C(=O)CCC2=O)cc1
→ -29.2, -14.3, -10.2, -14.3
> Cc1ccc(S(=O)(=O)NNC(=S)Nc2ccccc2)cc1
→ -0.7, 5.0, -0.4, 5.0
> CSc1ccccc1C(=O)Nc1ccc(C)c(C)c1
→ 15.2, 16.3, /, /
